HIV peptide binding: inhibitors of HIV fusion peptide binding, primary screen, biochemical, uHTS, fluorescence dequenching (AID 1986) | cell-free peptide binding, fluorescence dequenching, 30 min; higher % means a stronger effect | inhibition, % at 20 µM, or IC50 in µM where a hit was titrated | 290,000 tested, 0.3% active; in the data active means inhibition mostly above about 52%, no sharp cut-off; inactive means mostly below about 76%; further: some results filed as inactive read as strong as hits
Myeloid diff MLP: compounds promoting myeloid differentiation; 360,000 tested, 1% active; ER-HoxA9 myeloid progenitors, lysozyme-GFP differentiation, flow cytometry; calls only at 10 µM;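 active means normalized GFP-positive differentiation at or above the plate's own cutoff, the solvent-only control mean plus 3 SD; inconclusive means no clear call, values can overlap the other calls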;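 further: cells exposed to compound for four days before flow analysis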
PhoP inhibition: PhoP-dependent GFP reporter repression – Salmonella Typhimurium, primary screen (AID 1863). inhibition, % at 50 µM, or IC50 in µM where a hit was titrated. S. Typhimurium PhoP-regulated promoter GFP reporter, 4 h; higher % means a stronger effect. 300,000 tested, 0.16% active;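 active means inhibition over 29.93%, a cutoff 3 SD above the screen mean, later confirmed by dose response; inconclusive means inhibition over 29.93% but no dose response follow-up; inactive means inhibition at most 29.93% or unconfirmed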;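 further: 0% = low Mg2+ inducing control and 100% = high Mg2+ repressing control; strong numbers were not always called active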
GPR55 antagonists: inhibition of LPI-stimulated GPR55 beta-arrestin translocation – imaging, U2OS, beta-arrestin-GFP, LPI agonist, primary screen (AID 2013) | U2OS GPR55 beta-arrestin-GFP translocation imaging, LPI antagonism; higher % means a stronger effect | inhibition, % at 10 µM; hits with a dose series show IC50 in µM | 290,000 tested, 0.13% active;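 active means spots per cell inhibited over 60%, with over 100 cells counted and total cytoplasm intensity under 500,000; inconclusive means wells with under 100 cells, flagged as likely toxic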;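 further: U2OS cells stably carrying GPR55 and arrestin-GFP stimulated by 5 µM LPI near EC80; imaged beta-arrestin-GFP aggregate spots per cell after agonist stimulation; plate controls were LPI-stimulated DMSO wells for no effect and DMSO wells without LPI for full effect; some results filed as inactive read as strong as hits; confirmed hits need IC50 under 10 µM and bright autofluorescent wells are also inconclusive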
SIAH1 antagonists: Siah-1 peptide-binding antagonists, primary screen, biochemical, fluorescence polarization, rhodamine-plectin, uHTS (AID 1817); displacement, % at 20 µM; hits with a dose series show IC50 in µM; 290,000 tested, 0.02% active; Siah-1 / rhodamine-plectin peptide fluorescence polarization; higher % means a stronger effect;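 active means displacement of at least 50% at 20 µM, with a fluorescence ratio check between 0.3 and a set limit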;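 further: plate controls were Siah plus tracer with DMSO for no effect and tracer alone without Siah for full effect; strong numbers were not always called active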
LYP phosphatase: inhibitors of LYP phosphatase, biochemical, fluorescence intensity, uHTS (AID 1779) | recombinant LYP phosphatase, fluorescence intensity; higher % means a stronger effect | inhibition, % at 11.5 µM; hits with a dose series show IC50 in µM | 290,000 tested, 0.054% active; in the data active means inhibition above about 50%;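 further: plate controls were vehicle with enzyme for no effect and no enzyme for full effect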
NTR1 agonist: NTR1-driven beta-arrestin-GFP spot formation – imaging, U2OS cells, high content, primary screen (AID 493036); 330,000 tested, 0.17% active; activation, % at 20 µM; agonist mode; P30989;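 active means activation at or above 40% of the spot to cytoplasm intensity ratio, with at least 20 cells analyzed; inconclusive means wells under 20 cells, flagged as cytotoxic or low count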;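 further: 0% = DMSO without peptide and 100% = 100 nM NTR1 peptide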
Target sequence (P30989 whole entry, looked up): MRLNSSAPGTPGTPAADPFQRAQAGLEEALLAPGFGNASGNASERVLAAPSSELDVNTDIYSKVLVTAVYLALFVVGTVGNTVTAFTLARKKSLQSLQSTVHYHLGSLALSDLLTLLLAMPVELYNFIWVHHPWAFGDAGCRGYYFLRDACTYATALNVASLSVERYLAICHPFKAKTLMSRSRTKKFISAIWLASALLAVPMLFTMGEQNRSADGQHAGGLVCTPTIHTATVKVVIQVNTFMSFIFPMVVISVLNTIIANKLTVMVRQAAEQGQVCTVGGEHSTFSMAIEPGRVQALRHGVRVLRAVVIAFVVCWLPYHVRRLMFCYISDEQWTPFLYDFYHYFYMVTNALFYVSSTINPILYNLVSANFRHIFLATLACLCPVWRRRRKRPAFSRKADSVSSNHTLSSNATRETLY
MgcRacGAP inhibition: MgcRacGAP GTPase-activating activity inhibitors, confirmation, biochemical, ADP Hunter fluorescence. MgcRacGAP-stimulated Rac1 GTP hydrolysis, ADP Hunter fluorescence; higher % means a stronger effect; GST-tagged Rac1 F28L mutant substrate. inhibition, % at 30 µM; hits with a dose series show IC50 in µM. 340,000 tested, 0.6% active. AID 624330;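 active means first-screen hits whose inhibition reached a set limit at any dose in the follow-up dose series; inconclusive means inhibition above the set first-screen limit but never retested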;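 further: fluorescence reports GDP produced by GAP-driven GTP hydrolysis; strong numbers were not always called active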
GPR35 arrestin U2OS: GPR35 antagonists blocking zaprinast-driven arrestin recruitment, primary screen, imaging, U2OS, beta-arrestin-GFP, zaprinast agonist (AID 2058). inhibition, % at 10 µM; hits with a dose series show IC50 in µM. 290,000 tested, 0.052% active. U2OS GPR35 beta-arrestin-GFP translocation imaging, zaprinast antagonism; higher % means a stronger effect;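 active means inhibition of at least 50% with at least 30 cells and total cytoplasm GFP at most 10,000,000; inconclusive means under 30 cells or total GFP of 10,000,000 plus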
NTR1 agonist cell count 20 µM: further read-out of NTR1 agonist, marked with its call; cell count; measured here: cell count, cytotoxicity flag
Myeloid diff MLP GFP+ MAC1+ %: second read-out of Myeloid diff MLP, no call of its own (marks repeat the call); GFP+ MAC1+ double positive, %; measured here: differentiation confirmed by MAC1 staining
* marks the source's active call; other numbers are inactive results; i = inactive; ? = inconclusive; . = not tested or not shown. No enrichment for hits (roughly 2.4% active in at least one column).

SMILES	HIV peptide binding	Myeloid diff MLP	Myeloid diff MLP GFP+ MAC1+ %	PhoP inhibition	GPR55 antagonists	SIAH1 antagonists	LYP phosphatase	NTR1 agonist	NTR1 agonist cell count 20 µM	MgcRacGAP inhibition	GPR35 arrestin U2OS
CC(=O)c1cccc(N(C(=O)Cn2nnc3ccccc32)C(C(=O)NCC2CCCO2)c2ccc(N3CCOCC3)cc2)c1 (centres undefined)	-0.4%	i	0.0	1%	2%	-2%	-1%	1.1	66	6%	1%
COc1ccc(S(=O)(=O)N2CCCC(C(=O)N3CCOCC3)C2)cc1OC (centres undefined)	-0.5%	i	0.3	2%	9%	-3%	-9%	-0.8	35	7%	-9%
Cc1nc(C)n(CCNS(=O)(=O)c2ccc(C)c(C)c2)n1	1.9%	.	.	-4%	5%	1%	-7%	0.5	47	1%	-4%
O=C1Cc2cc(NS(=O)(=O)c3ccc(Cl)cc3)cc3c2N1CCC3	.	i	0.5	7%	.	.	.	0.2	54	1%	.
Cc1cc(C#N)c(SCC(N)=O)nc1-c1ccc(F)cc1	-4.4%	i	0.3	-4%	-2%	-2%	-5%	-0.2	48	6%	-2%
CC(C)(C)CC(C)(C)NC(=S)NC1CCN(Cc2ccccc2)CC1	-2.5%	i	2.8	1%	0%	-7%	-1%	7.3	58	5%	16%
Nc1nonc1-n1nnc(C(=O)N/N=C/c2ccc3c(c2)OCO3)c1CSc1ccccc1	1.2%	i	0.9	3%	-12%	8%	-11%	7.2	76	10%	-6%
Cc1ccc(C(=O)n2c(-c3ccccc3)cnc2SCC(=O)Nc2ccccc2)cc1	0.3%	i	0.4	6%	4%	5%	7%	.	.	2%	-3%
CC(C)(C)n1nnnc1C(c1cccs1)N1CCN(Cc2ccc3c(c2)OCO3)CC1 (centres undefined)	-0.8%	i	1.6	0%	-5%	0%	3%	0.7	86	9%	3%
CSc1sc(C)cc1/C=N/O	-1.3%	i	0.4	-8%	4%	-2%	-1%	-0.6	51	-1%	7%
CC(=O)C1=C(O)C(=O)N(Cc2ccccc2)C1c1ccc(Br)cc1 (centres undefined)	4.2%	i	0.3	3%	11%	5%	-3%	-0.5	46	12%	2%
CCCCN(CC)C(=O)Cn1ncc2c1-c1cc(C)ccc1OC2	12%	i	2.5	6%	16%	1%	-3%	2.1	32	3%	14%
O=C(CSc1ccccc1)Nc1ccc(S(=O)(=O)Nc2ncccn2)cc1	2.4%	i	0.4	-16%	-2%	-6%	-3%	-1.0	60	5%	-12%
Cc1cccc(C)c1NC(=O)CN(C)C(=O)c1ccccc1OCc1ccc(F)cc1	.	i	0.3	-2%	.	.	.	-0.7	48	9%	.
O=C(NCC1CCCO1)/C(=C\c1cccs1)NC(=O)c1ccccc1 (centres undefined)	-1.6%	i	0.3	-4%	2%	2%	0%	-0.5	38	6%	10%
Cc1cc(C)cc(NC(=O)CS(=O)(=O)c2ccccc2)c1	0.8%	i	1.1	-2%	13%	12%	-5%	0.0	53	-1%	2%
O=C(CNC(=O)c1cccc(Br)c1)NCCc1nc2ccccc2[nH]1	2.4%	i	7.4	-3%	1%	0%	-2%	-0.4	50	3%	-4%
CN(CCOc1ccc(Br)cc1)CC(O)c1ccccc1 (centres undefined)	-1.6%	i	0.3	13%	-5%	3%	-11%	0.2	80	23%	14%
O=C(Nc1ccccc1F)N(Cc1ccc(F)cc1)Cc1nc2ccccc2c(=O)[nH]1	0.5%	i	0.4	-1%	-14%	-4%	-5%	3.4	32	6%	-13%
Cc1nc(NC(=O)c2ccc(Br)o2)ccc1Br	-1.2%	i	1.0	.	-2%	-5%	-9%	-0.3	51	8%	6%

An excerpt of the results above, for reference:
SMILES	HIV peptide binding	Myeloid diff MLP	Myeloid diff MLP GFP+ MAC1+ %	PhoP inhibition	GPR55 antagonists	SIAH1 antagonists	LYP phosphatase	NTR1 agonist	NTR1 agonist cell count 20 µM	MgcRacGAP inhibition	GPR35 arrestin U2OS
O=C(Nc1ccccc1F)N(Cc1ccc(F)cc1)Cc1nc2ccccc2c(=O)[nH]1	0.5%	i	0.4	-1%	-14%	-4%	-5%	3.4	32	6%	-13%
Cc1nc(NC(=O)c2ccc(Br)o2)ccc1Br	-1.2%	i	1.0	.	-2%	-5%	-9%	-0.3	51	8%	6%

New compounds follow:
SMILES	HIV peptide binding	Myeloid diff MLP	Myeloid diff MLP GFP+ MAC1+ %	PhoP inhibition	GPR55 antagonists	SIAH1 antagonists	LYP phosphatase	NTR1 agonist	NTR1 agonist cell count 20 µM	MgcRacGAP inhibition	GPR35 arrestin U2OS
CC1=NN(c2ccccc2)C(=O)C1N=Nc1cccc(O)c1 (centres undefined)	-3.3%	i	0.3	-2%	-1%	11%	-7%	8.6	70	0%	-2%
CCCCNC(=O)c1cc(C)nc2ccccc12	0.9%	i	2.1	-10%	0%	6%	-7%	-1.2	67	-4%	-4%
NC(=O)COC(=O)CCCc1c[nH]c2ccccc12	1.9%	i	1.1	-5%	12%	0%	-7%	-1.1	35	12%	-6%
COc1cc(/C=N/NC(=S)NCc2ccco2)cc(OC)c1OC	8.5%	i	0.8	-8%	-4%	-6%	-6%	0.7	41	6%	3%
Fc1ccc(NCc2ccccc2F)cc1Cl	-2.0%	i	9.9	19%	14%	0%	2%	-0.7	57	5%	13%
COc1ccc(-c2c[n+]3c(n2-c2c(C)n(C)n(-c4ccccc4)c2=O)CCCCC3)cc1	0.1%	i	0.2	-5%	2%	2%	-3%	-0.1	33	0%	-12%
CCOC(=O)C1CCN(Cc2cnc(NC(=O)OC)s2)CC1	1.3%	i	2.7	0%	30%	-2%	-4%	1.3	76	5%	-7%
COc1ccc(-c2nn(C)c3sc(C(=O)NCc4ccco4)cc23)cc1OC	0.9%	i	0.2	13%	10%	1%	2%	-1.9	86	4%	-5%
COC(=O)c1ccc(COC(=O)c2c(C)nn(Cc3ccccc3Cl)c2Cl)o1	0.7%	i	5.4	6%	48%	8%	7%	0.3	82	-4%	9%
Cn1c(N)c(C(=O)COC(=O)c2cncc(Br)c2)c(=O)n(C)c1=O	0.7%	i	0.3	-1%	6%	-4%	-2%	0.5	57	6%	10%

Six compounds already listed, ordered by the number in GPR35 arrestin U2OS, ascending:
SMILES,GPR35 arrestin U2OS
COc1ccc(-c2c[n+]3c(n2-c2c(C)n(C)n(-c4ccccc4)c2=O)CCCCC3)cc1,-12%
NC(=O)COC(=O)CCCc1c[nH]c2ccccc12,-6%
COc1ccc(-c2nn(C)c3sc(C(=O)NCc4ccco4)cc23)cc1OC,-5%
CCCCNC(=O)c1cc(C)nc2ccccc12,-4%
COc1cc(/C=N/NC(=S)NCc2ccco2)cc(OC)c1OC,3%
Fc1ccc(NCc2ccccc2F)cc1Cl,13%

Next records follow.
SMILES	HIV peptide binding	Myeloid diff MLP	Myeloid diff MLP GFP+ MAC1+ %	PhoP inhibition	GPR55 antagonists	SIAH1 antagonists	LYP phosphatase	NTR1 agonist	NTR1 agonist cell count 20 µM	MgcRacGAP inhibition	GPR35 arrestin U2OS
Cc1ccc2cc(CN(CC3CCCO3)C(=S)Nc3ccccc3)c(=O)[nH]c2c1 (centres undefined)	-0.2%	i	0.5	-7%	-15%	0%	-1%	1.2	57	-4%	-5%
CCCCN(C)CCCNC(=O)c1cn(CC)c2ccc(S(=O)(=O)N3CCOCC3)cc2c1=O	0.4%	i	0.8	1%	6%	-2%	-6%	-0.4	68	-2%	3%
COc1ccc(OCc2ccc(/C=N\NC(=O)c3sccc3C)o2)cc1	-0.9%	i	0.5	-4%	-6%	4%	-5%	0.3	42	1%	-2%
Oc1ccc(Cl)cc1/C=N/c1nccs1	4.9%	i	3.7	-4%	10%	-4%	-3%	-0.3	56	3%	-13%
CCCCCCC(=O)c1c(C)[nH]c(C(=O)OCC)c1C	1.8%	i	0.5	1%	4%	8%	2%	12	79	2%	13%
CC(C)N(CCCNC(=O)c1ccc(CS(=O)(=O)c2c(Cl)cccc2Cl)o1)Cc1ccccc1	-0.6%	i	0.6	-5%	17%	2%	-4%	-0.4	42	7%	1%
COc1ccc(-n2c(SCC(=O)NCC3CCCO3)nc3c(c2=O)SCC3)cc1OC (centres undefined)	0.5%	i	0.5	-4%	22%	-1%	-5%	1.3	47	6%	6%
O=C(O)CCN1C(=O)c2ccc(NC(=O)CSCc3ccccc3)cc2C1=O	-0.2%	i	0.8	5%	11%	4%	-10%	1.8	32	-4%	-1%
CC(C)C(=O)NCCc1nc(-c2ccccc2Cl)no1	.	i	0.4	6%	.	.	.	-3.8	97	7%	.
O=C(Nc1nnc(C2=COCCO2)o1)c1ccc([N+](=O)[O-])s1	1.2%	i	0.0	3%	2%	5%	-3%	0.5	51	8%	-7%
CC[n+]1c(/C=C/c2c[nH]c3ccccc23)ccc2cc(C)ccc21	142%	.	.	-65%	?	0%	22%	-2.9	8	.	?
CCCCCC(=O)NC(Cc1ccc(OC)c([N+](=O)[O-])c1)C(=O)O (centres undefined)	-1.6%	i	0.0	-2%	-4%	2%	-5%	-0.3	72	10%	-15%
CCCCOC(=O)n1c(SCC(=O)N(CC)CC)nc2ccccc21	-0.3%	i	0.8	6%	54%	1%	-2%	2.9	55	9%	-15%
COc1ccc(S(=O)(=O)NC(C)C(=O)N2CCCC2)cc1C (centres undefined)	0.6%	i	0.2	-4%	-1%	-2%	-3%	-0.9	53	12%	-10%
COc1ccc(NC(=O)Nc2c(C)n(C)n(-c3ccccc3)c2=O)cc1OC	0.2%	i	0.7	-1%	12%	7%	-10%	0.7	59	7%	4%
CCOc1ccccc1N(C(=O)c1snc(C(N)=O)c1N)C(C(=O)NCc1ccccc1)c1ccc(O)cc1 (centres undefined)	0.0%	i	0.7	.	64%	3%	-11%	0.8	42	9%	4%
CCc1ccccc1NC(=S)N1CCC(NC(=O)c2ccc(OC)cc2)CC1	2.5%	i	0.3	1%	10%	3%	-8%	1.1	47	9%	1%
COCCn1c(SCC(=O)c2[nH]c(C)c(C(C)=O)c2C)nc2ccccc2c1=O	-0.8%	i	0.4	-2%	4%	3%	-2%	1.8	56	10%	6%
COc1ccc(-n2c(SCC(=O)/C(C#N)=C(\C)N)nc3ccccc3c2=O)cc1OC	5.6%	i	0.3	1%	-2%	-6%	0%	1.2	48	2%	-1%
